USP1 inh = inhibitors of human USP1/UAF1 deubiquitinase; O94782; recombinant USP1/UAF1, Ub-Rhodamine cleavage fluorescence; Potency, µM (titrated, usually from 57.1 µM), for the others: at the highest dose activity change, negative = inhibition, most hits filed as inhibitors; actives 0.23% (n = 390,000); AID 743255; note: potency is the fitted concentration of half-maximal effect; % is set by controls: 0 for no effect and ±100 for the full control effect; nearly all actives have a fitted effect of over 60% in size; inactives centre near -12
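In this screen, compounds sit with the deubiquitinase complex (1nM) for 15 min at room temperature before Ub-Rho is added at 150nM final. Fluorescence rise is then followed for 6 reads every 60 seconds.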
RXFP1 agonist = agonists of human relaxin receptor RXFP1; Q9HBX9; Potency, µM (titrated, usually from 57.5 µM), inactives show at the top dose activation, most hits filed as activators; actives 0.3% (n = 370,000); HEK293T-RXFP1 cAMP TR-FRET, 30 min; response scale: percent of porcine relaxin response, buffer zero; note: potency is the fitted concentration of half-maximal effect; % is set by controls: 0 for no effect and ±100 for the full control effect; nearly all actives have a fitted effect of over 60% in size; many of its hits are not listed in these tables
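HEK293T cells stably expressing RXFP1 were pretreated with the PDE4 inhibitor Ro 20174, exposed to compounds for 30 min at 37C, lysed, and cAMP was read by TR-FRET. Data normalized to buffer (basal) and 29 nM porcine relaxin (100%).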
TrxR1 substrate = substrates of rat thioredoxin reductase 1 | O89049 | purified TrxR1 substrate turnover, NADPH consumption readout | Potency, µM (doses to about 114 µM), inactives show at the highest dose activity change, negative = substrate turnover | actives 0.01% (n = 390,000); note: potency is the fitted concentration of half-maximal effect; % is set by controls: 0 for no effect and ±100 for the full control effect; nearly all actives have a fitted effect of over 50% in size
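Rat TrxR1, dispensed at 90 nM, was prereduced with 400 uM NADPH (final) for 5 min at ~22 deg C, then incubated with compound 15 min before 400 uM selenite. A first-read NADPH fluorescence drop versus no-compound background flagged substrates.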
IDH1 R132H inh = human IDH1 R132H inhibition; O75874; IDH1-R132H enzyme, NADPH consumption, diaphorase/resazurin fluorescence; Potency, µM (highest dose often 76.6 µM), for the others: at the highest dose activity change, negative = inhibition, actives largely listed as inhibitors; actives 0.093% (n = 390,000); note: potency is the fitted concentration of half-maximal effect; % is set by controls: 0 for no effect and ±100 for the full control effect; nearly all actives have a fitted effect of over 65% in size
Target sequence (O75874 whole entry R132H, stated change not applied): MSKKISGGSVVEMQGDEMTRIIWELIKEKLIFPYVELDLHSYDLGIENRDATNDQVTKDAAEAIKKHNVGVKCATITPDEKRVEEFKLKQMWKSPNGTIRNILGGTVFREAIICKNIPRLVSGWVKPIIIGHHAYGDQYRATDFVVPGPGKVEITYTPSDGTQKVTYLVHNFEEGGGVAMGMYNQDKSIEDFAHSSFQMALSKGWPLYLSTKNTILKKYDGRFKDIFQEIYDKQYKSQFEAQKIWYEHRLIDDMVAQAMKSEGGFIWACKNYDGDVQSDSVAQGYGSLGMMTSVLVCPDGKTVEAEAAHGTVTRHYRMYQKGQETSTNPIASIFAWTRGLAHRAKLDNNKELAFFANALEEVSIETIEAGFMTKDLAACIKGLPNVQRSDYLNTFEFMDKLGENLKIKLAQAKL
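IDH1-R132H (0.5 ug/mL) preincubated 30 min with compound, then NADPH (0.016 mM) and alpha-KG (2 mM) added; 80 min at RT, pH 7.5. Remaining NADPH coupled via diaphorase/resazurin to fluorescence (540/590 nm); concentration-response curves normalized to no-enzyme control.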
Glioma ERSR ind = induces the endoplasmic reticulum stress response in human glioma cells | U87-MG GRP78 promoter luciferase reporter, 16 h | Potency, µM, for the others: top-dose activation, actives largely listed as activators | actives 0.02% (n = 420,000); note: potency is the fitted concentration of half-maximal effect; series mostly up to about 76 µM; % of control where 0% means no effect; nearly all actives have a fitted effect of over 35% in size
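ERSR induction read as luciferase luminescence (Bright-Glo, 10 min at room temperature) in stably transfected human U87-MG glioma cells exposed to compounds for 16 h, using GRP78 as sensor.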
Vif-APOBEC3F blk = blocks the Vif interaction with APOBEC3F; Potency, µM (titrated, usually from 46.1 µM), for the others: top-dose activity, negative = active; HeLa A3F-eYFP + Vif (tagged APOBEC3F with the HIV-1 protein that degrades it), YFP fluorescence increase; actives 0.2% (n = 390,000); note: potency is the fitted concentration of half-maximal effect; % of control where 0% means no effect; nearly all actives have a fitted effect of over 65% in size
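HeLa cells stably expressing Vif plus C-terminally eYFP-tagged A3F were seeded, incubated overnight at 37 deg C, dosed with compound, incubated overnight again at 37 deg C. Yellow fluorescence (Ex 488/Em 500-530) reported blocked Vif-mediated A3F-eYFP degradation.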
LDHA block = LDHA (human) enzyme inhibition | P00338 | purified LDHA, NADH/diaphorase-resazurin fluorescence; stronger effect = lower value | activity change, % (values are at about 110 or 230 µM) | actives 0.15% (n = 480,000); in the data active = activity change below about -30%; inconclusive = mostly about -25% to -30%;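 note: plate controls were DMSO wells for no effect and wells without enzyme for full effect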
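Enzyme activity of human lactate dehydrogenase 5 (2 nM; 0.06 mM NADH, 0.2 mM pyruvate, 5 min, RT) is measured via a resazurin/diaphorase fluorescence readout of residual NADH.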
Vif-APOBEC3G blk = inhibitors of Vif-APOBEC3G interaction | AID 602310 | HeLa A3G-eYFP + Vif (tagged APOBEC3G with the HIV-1 protein that degrades it), YFP fluorescence, overnight | actives 0.076% (n = 410,000) | Potency, µM (series often up to 46.1 µM), for the others: at the top dose activity, negative = active, actives largely listed as inhibitors;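 note: potency is the fitted concentration of half-maximal effect; % is set by controls: 0 for no effect and ±100 for the full control effect; nearly all actives have a fitted effect of over 60% in size; hits raise eYFP signal because A3G escapes Vif-driven loss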
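HeLa cells stably expressing Vif and C-terminally eYFP-tagged A3G, seeded overnight at 37 deg C, then exposed to compound by pintool overnight at 37 deg C. Rise in yellow fluorescence (Ex 488/Em 500-530, Acumen) marks blocked Vif-driven A3G degradation.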
PI4K2A inh = blocks human PI4K2A kinase activity | purified PI4K2A, ADP-Glo luminescence, 1 h; stronger effect = lower value | activity change, negative = inhibition, % at 76.9 µM | actives 0.13% (n = 420,000) | Q9BTU6; in the data active = activity change below about -50%; inconclusive = mostly about -30% to -49%;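 note: -100% = wells without enzyme as full effect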
Target sequence (Q9BTU6 whole entry, looked up): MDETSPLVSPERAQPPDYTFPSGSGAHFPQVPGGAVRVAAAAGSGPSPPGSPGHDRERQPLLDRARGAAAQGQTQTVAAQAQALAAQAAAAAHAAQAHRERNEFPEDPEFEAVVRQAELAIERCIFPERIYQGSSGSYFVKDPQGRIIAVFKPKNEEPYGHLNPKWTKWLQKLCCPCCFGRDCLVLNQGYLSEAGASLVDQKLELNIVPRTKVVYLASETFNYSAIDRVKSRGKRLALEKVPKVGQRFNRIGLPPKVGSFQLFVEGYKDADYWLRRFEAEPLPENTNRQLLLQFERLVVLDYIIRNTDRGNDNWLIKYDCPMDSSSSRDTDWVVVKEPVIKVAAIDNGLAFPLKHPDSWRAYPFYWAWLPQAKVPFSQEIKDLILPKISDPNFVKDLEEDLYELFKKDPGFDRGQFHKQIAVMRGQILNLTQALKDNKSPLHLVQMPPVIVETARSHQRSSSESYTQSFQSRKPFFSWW
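ADP-Glo luminescence measured ADP generated by PI4K2A enzyme (4 ug/mL before mixing) with 1.2 mM PI substrate (pre-mix) and 300 microM ATP (pre-mix). Tris pH7.5 buffer with MgCl2, Triton X-100; 1 h reaction at ambient temperature.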
An asterisk follows results filed as active; u = inconclusive; x = no result given; & = joins results of further samples; [ ] = remark or other dose. Unless noted, calls come from the whole dose curve; as a rule, active = well fitted curve in the direction sought with a large enough effect; inconclusive = small, poorly fitted or top-dose-only effect, or another doubt; inactive = no such curve, though single readings can be large; an effect the other way counts as inactive or inconclusive. An excerpt. The share of hits here may be higher or lower than overall.

1. CC(=O)Nc1ccc(S(=O)(=O)N[C@@H](C)C(=O)OCC(=O)c2ccc(Br)s2)cc1
2. COc1ccc2nc(N/C(N)=N/S(C)(=O)=O)nc(C)c2c1
3. COc1c(C)cc(C(=O)C2CCCN(C(=O)c3cc(C)on3)C2)cc1C (stereo not drawn)
4. O=C(CCSCc1ccccc1Cl)NCc1cccs1
5. O=C(CSc1ccc(Br)cc1)N1CCOCC1
6. C[C@@H]1NC(=O)c2cc([N+](=O)[O-])cc(I)c2NCCCC[C@@H](C(N)=O)NC(=O)[C@H](CC(N)=O)NC1=O

screen / no. | 1 | 2 | 3 | 4 | 5 | 6
USP1 inh | -20% | -18% | -26% | 1% | -15% | u
RXFP1 agonist | x | 3.2% | 1.2% | 0.7% | -0.4% | 0.0%
TrxR1 substrate | x | 168%[activator] | 4% | 7%[57.1 µM] | -3% | -7%
IDH1 R132H inh | -5% | -4% | 7% | -3% | -12% | -14%
Glioma ERSR ind | -1% | 0% | -3% | -2% | 2% | -5%
Vif-APOBEC3F blk | 1% | 1% | -9% | -1% | 0% | 1%
LDHA block | -2 | -3 | -1 | -4 | -9 | 0
Vif-APOBEC3G blk | 1% | 8% | 6% | -3% | -2% | 0%
PI4K2A inh | -2 | -2 | -2 | 3 | -1 | -3

7. COc1cc(C(=O)/C=C/Nc2ccc(NC(C)=O)cc2)cc(OC)c1OC
8. CCOCCCNC(=O)Cn1cnc2c(cnn2-c2ccc(OC)cc2)c1=O
9. O=C(NCC(O)c1nc2ccccc2[nH]1)c1cc2ccccc2[nH]1 (stereo not drawn)
10. Cc1cc(=O)n(Cc2ccc(F)cc2Cl)c2c1c(C)nn2C
11. CC(C)CN(CC(C)C)C(=S)Nc1ccc(Cl)cc1
12. Nc1ccc(-n2c(N)c(C(=O)NCc3ccc4c(c3)OCO4)c3nc4ccccc4nc32)cc1

screen / no. | 7 | 8 | 9 | 10 | 11 | 12
USP1 inh | -17% | -11% | x | -16% | -19% | -15%
RXFP1 agonist | -5.3% | 0.0% | x | -0.2% | 0.0% | x
TrxR1 substrate | -10% | 3% | x | 5%[57.1 µM] | -2%[57.1 µM] | -4%
IDH1 R132H inh | 9% | 3% | x | -8% | -2% | 10%
Glioma ERSR ind | 0% | -1% | -3% | -3% | -6% | -4%
Vif-APOBEC3F blk | 6% | 9% | x | 1% | 1% | -2%
LDHA block | -1 | -4 | -6 | -2 | 2 | -2
Vif-APOBEC3G blk | u | -13% | -3% | 3% | -6% | -7%
PI4K2A inh | -4 | 3 | 0 | -2 | 1 | -2

13. O=C(O)c1ccc(-n2cc(C(=O)c3ccccc3O)cn2)cc1
14. COc1cc(NC(=O)c2csc(-c3ccncc3)n2)cc(C(=O)Nc2cccc(C(F)(F)F)c2)c1
15. O=C(c1ccc([N+](=O)[O-])cc1)n1nc(-c2ccccc2)nc1NCc1ccc(F)cc1
16. Nc1nc(SCC(=O)Nc2ccc(Cl)cc2C(F)(F)F)n[nH]1
17. O=C(COc1cccnc1[N+](=O)[O-])N1CCN(S(=O)(=O)c2ccccc2)CC1
18. Cc1ccccc1NC(=S)Nc1ccccn1

screen / no. | 13 | 14 | 15 | 16 | 17 | 18
USP1 inh | -8% | -14%&-14% | -22% | 3% | -6% | -12%
RXFP1 agonist | -1.8% | 0.0% | 0.5% | -0.4% | -3.6% | -1.6%
TrxR1 substrate | -13% | 0% | -6% | -14% | -14% | 0%
IDH1 R132H inh | -5% | -9% | 6% | 2% | 1% | 15%
Glioma ERSR ind | 0% | -2%&-1% | 1% | -5% | -6% | -5%
Vif-APOBEC3F blk | 1% | -10%&9% | 3% | 2% | -21% | -1%
LDHA block | 0 | -2&-6 | 5 | 1 | 0 | -3
Vif-APOBEC3G blk | -1% | -4%&-7% | -10% | -2% | 1% | -4%
PI4K2A inh | 5 | 2&-3 | 2 | 4 | -2 | 4

19. O=C(Nc1ccccc1Cl)C(Cl)C(=O)c1ccccc1 (stereo not drawn)
20. COc1oc(C(=O)NC2CCCCC2)c(-c2ccc(Cl)cc2)c1S(=O)(=O)c1ccccc1
21. Cc1cc(C)nc(Nc2nc(C(N)Cc3ccc(Cl)cc3)cs2)n1 (stereo not drawn)
22. O=C(CSc1nncc2ccccc12)N1CCOCC1
23. COc1ccc(C(=O)NNC(=O)CSc2nnc(C)n2C)cc1
24. COc1ccc(Cl)cc1-c1nc(SCC(=O)NC2CC2)n[nH]1

screen / no. | 19 | 20 | 21 | 22 | 23 | 24
USP1 inh | -24% | -18% | x | -9% | -3% | -10%
RXFP1 agonist | 1.4% | x | x | 4.9% | 0.1% | 0.1%
TrxR1 substrate | 4%[57.1 µM] | 7%[11.4 µM] | x | 11% | -10% | -1%[57.1 µM]
IDH1 R132H inh | 12% | 2% | x | 3% | 14% | -1%
Glioma ERSR ind | u | -10% | -10% | 0% | -4% | -6%
Vif-APOBEC3F blk | -5% | 2% | x | -16% | 0% | u
LDHA block | -7 | -1 | -9 | -4 | 1 | -9
Vif-APOBEC3G blk | 1% | 0% | 1% | 1% | -4% | -6%
PI4K2A inh | -4 | 5 | 4 | 5 | 3 | 5

25. COc1ccc(CCn2c(C)nc3c(c(=O)c4ccccc4n3C)c2=O)cc1
26. O=S(=O)(NCCC1CC1(Cl)Cl)c1ccc(Cl)cc1 (stereo not drawn)
27. COc1ccccc1OCc1nnc(SCC(=O)N2CCCC2)o1
28. Cc1cccc(C)c1NC(=S)/C(=C(\[O-])c1cccs1)[n+]1ccccc1
29. O=C(CN(C(=O)c1csnn1)c1ccc(F)c(Cl)c1)NC1CCCC1
30. Oc1ccccc1N1CCN(c2ncnc3scc(-c4ccccc4)c23)CC1

screen / no. | 25 | 26 | 27 | 28 | 29 | 30
USP1 inh | -20% | -13% | -9% | -9% | -15% | u
RXFP1 agonist | 2.4% | 2.0% | 1.2% | -0.7% | -3.6% | 2.1%
TrxR1 substrate | -4% | 4%[57.1 µM] | 4% | -4%[57.1 µM] | -2%[57.1 µM] | 3%
IDH1 R132H inh | 4% | 12% | 1% | 3% | 1% | 2%
Glioma ERSR ind | -5% | -2% | -3% | -1% | -4% | -4%
Vif-APOBEC3F blk | -7% | -12% | -27% | -8% | 5% | -9%
LDHA block | -4 | -6 | -6 | -4 | 0 | 1
Vif-APOBEC3G blk | u | -2% | 0% | 1% | 2% | -2%
PI4K2A inh | 5 | 1 | -3 | -2 | -3 | 5

31. Cc1c(NC(=O)COC(=O)COc2ccc(Nc3ccccc3)cc2)c(=O)n(-c2ccccc2)n1C
32. O=C(NCc1ccccc1F)C1CC(=O)N(c2ccc3c(c2)OCCO3)C1 (stereo not drawn)
33. C[C@@H](NC(=O)[C@@H]1Cc2ccccc2CN1)C(=O)NCC1CCCO1 (stereo partly drawn)
34. CNC(=O)CSc1nc2sccc2c(=O)n1-c1ccccc1
35. O=C(CCC(=O)NC1CCN(Cc2ccccc2)CC1)NCc1ccco1
36. CCCC(C(=O)NCCc1ccc(S(N)(=O)=O)cc1)c1ccccc1 (stereo not drawn)
37. CCOC(=O)c1cc2sccc2n1CC(=O)N1CCCC1
38. C/C(CC(=O)Nc1cccc(Cl)c1Cl)=N\NC(=O)c1ccccc1N
39. O=S(=O)(NCc1ccccc1)c1ccc(Br)s1

screen / no. | 31 | 32 | 33 | 34 | 35 | 36 | 37 | 38 | 39
USP1 inh | -15% | -10% | 6% | -8% | -3% | -2% | u | -4% | -10%
RXFP1 agonist | -5.0% | -0.3% | 11% | 2.3% | 1.5% | -1.6% | 0.4% | 0.9% | -0.7%
TrxR1 substrate | -1%[57.1 µM] | 7% | 1% | 11%[0.0914 µM] | -2%[57.1 µM] | 5% | 8% | 38%[activator][57.1 µM] | 0%
IDH1 R132H inh | 0% | 3% | 7% | -2% | 0% | -3% | -3% | -4% | 9%
Glioma ERSR ind | -2% | -1% | -2% | 20% | -2% | -4% | -2% | 3% | -3%
Vif-APOBEC3F blk | 0% | 8% | 9% | -8% | 0% | -2% | -1% | -803% | 0%
LDHA block | 6 | -1 | 1 | -11 | 0 | -1 | -10 | -8 | -4
Vif-APOBEC3G blk | -8% | -5% | 2% | 1% | 2% | -1% | -5% | -5% | 6%
PI4K2A inh | -6 | 2 | -3 | 0 | 3 | -6 | -1 | 3 | 0

From PubChem BioAssay
